High-throughput results as filed in PubChem.
Vif inh – HIV Vif inhibition. HEK293T cells, Vif self-association by quenched fluorescence, imaging, 24 h. inhibition, % at 7.49 µM. 340,000 compounds, 0.35% hits; in the data active = inhibition above about 50%, passing the limit was not always enough; also: some results filed as inactive read as strong as hits
LRH-1 inv ag – suppresses constitutive activity of human LRH-1; HEK293T StAR-luciferase reporter, LRH-1 transfected, 24 h; inhibition, % at 3.6 µM; 360,000 compounds, 0.13% hits;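 active = inhibition above the mean inhibition of all tested compounds plus 3 SD, cut at about 73% in these data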;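 also: 0% = DMSO wells and 100% = reporter-only cells lacking LRH-1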
NOD2-RIPK2 inh – blocks binding of human NOD2 to RIPK2. O43353. CHO BLA complementation NOD2-RIPK2, CCF4 ratio. inhibition, % at 4.98 µM. 360,000 compounds, 0.38% hits; in the data active = inhibition above about 21%;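 also: 0% = vehicle only and 100% = reference blocker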
SRC2 inh – inhibits human steroid receptor coactivator 2. Q15596. HEK293 GAL4-SRC2 luciferase reporter, luminescence. inhibition, % at 9 µM. 370,000 compounds, 0.17% hits. AID 651957;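 active = inhibition above the mean inhibition of all tested compounds plus 3 SD, set per campaign, cut at about 52% in these data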;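 also: 0% = DMSO treated cells and 100% = cells given Gossypol at 36 µM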
NCOA3 inh – human NCOA3 inhibition; HEK293 GAL4-SRC3 luciferase reporter, luminescence; inhibition, % at 3.6 µM; 360,000 compounds, 0.17% hits;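 active = inhibition above a per-campaign cutoff, the mean of all compounds plus 3 SD, cut at about 60% in these data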;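 also: 0% = DMSO-treated cells and 100% = gossypol-treated cells at 36 µM; higher means less SRC3-driven luciferase light from the GAL4 reporter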
NR2F2 inh – NR2F2 (human) inhibition, primary screen | 370,000 compounds, 0.7% hits | inhibition, % at 8.6 µM | HEK293T NGFI-A luciferase reporter, luminescence | P24468;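 active = inhibition above a per-plate cutoff, mean inhibition of test wells between control levels plus 3 SD, cut at about 38% in these data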;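 also: cells cotransfected with COUP-TFII expression vector driving the NGFI-A reporter; 0% = median of COUP-TF2 test wells and 100% = reporter-only cells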
TRAIL sens C8 – sensitizes caspase-8 expressing cells to TRAIL; NB7+C8 cells + TRAIL, ATPlite viability luminescence; inhibition (viability loss, TRAIL sensitization), % at 10 µM; 360,000 compounds, 1% hits;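 active = compounds causing at least 50% loss of cell viability in the single-dose screen, relative to plate controls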
TLR9-MyD88 block – TLR9-MyD88 interaction inhibition | CHO BLA complementation TLR9-MyD88, CCF4 FRET ratio | inhibition, % at 4.98 µM | 340,000 compounds, 0.21% hits | Q9NR96+Q99836;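 active = inhibition above the mean over all tested compounds plus 3 SD, cut at about 21% in these data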;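 also: 0% = DMSO only wells and 100% = clavulanate BLA inhibitor control wells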
TROY signal inh – blocks TROY-dependent signaling in reporter cells. Q293 LMP1-TROYcd NF-kB luciferase reporter, 4 h. inhibition, % at 10 µM. 360,000 compounds, 0.98% hits. AID 1347056;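 active = compounds whose plate-normalised and pattern-corrected inhibition of the luciferase reporter signal at the single screening dose is 50% or more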
LMP1 NFkB inh – Epstein-Barr LMP1 NF-kappaB reporter inhibition; LMP1-induced NF-kappaB luciferase reporter cells, luminescence; inhibition, % at 12.5 µM; AID 504558; 350,000 compounds, 0.69% hits; in the data active = inhibition above about 41%;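 also: 0% = neutral control wells and 100% = reference inhibitor control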
NCOA1 inh – human NCOA1 inhibition; 360,000 compounds, 0.12% hits; AID 588354; HEK293 GAL4-SRC1 luciferase reporter, luminescence; inhibition, % at 3.6 µM;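 active = inhibition above the campaign mean plus 3 SD, with each screening campaign given its own cutoff, cut at about 60% in these data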;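 also: 0% = DMSO treated cells and 100% = gossypol at 36 µM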
Target sequence (Q15788 whole entry, looked up, the tested form may be a part): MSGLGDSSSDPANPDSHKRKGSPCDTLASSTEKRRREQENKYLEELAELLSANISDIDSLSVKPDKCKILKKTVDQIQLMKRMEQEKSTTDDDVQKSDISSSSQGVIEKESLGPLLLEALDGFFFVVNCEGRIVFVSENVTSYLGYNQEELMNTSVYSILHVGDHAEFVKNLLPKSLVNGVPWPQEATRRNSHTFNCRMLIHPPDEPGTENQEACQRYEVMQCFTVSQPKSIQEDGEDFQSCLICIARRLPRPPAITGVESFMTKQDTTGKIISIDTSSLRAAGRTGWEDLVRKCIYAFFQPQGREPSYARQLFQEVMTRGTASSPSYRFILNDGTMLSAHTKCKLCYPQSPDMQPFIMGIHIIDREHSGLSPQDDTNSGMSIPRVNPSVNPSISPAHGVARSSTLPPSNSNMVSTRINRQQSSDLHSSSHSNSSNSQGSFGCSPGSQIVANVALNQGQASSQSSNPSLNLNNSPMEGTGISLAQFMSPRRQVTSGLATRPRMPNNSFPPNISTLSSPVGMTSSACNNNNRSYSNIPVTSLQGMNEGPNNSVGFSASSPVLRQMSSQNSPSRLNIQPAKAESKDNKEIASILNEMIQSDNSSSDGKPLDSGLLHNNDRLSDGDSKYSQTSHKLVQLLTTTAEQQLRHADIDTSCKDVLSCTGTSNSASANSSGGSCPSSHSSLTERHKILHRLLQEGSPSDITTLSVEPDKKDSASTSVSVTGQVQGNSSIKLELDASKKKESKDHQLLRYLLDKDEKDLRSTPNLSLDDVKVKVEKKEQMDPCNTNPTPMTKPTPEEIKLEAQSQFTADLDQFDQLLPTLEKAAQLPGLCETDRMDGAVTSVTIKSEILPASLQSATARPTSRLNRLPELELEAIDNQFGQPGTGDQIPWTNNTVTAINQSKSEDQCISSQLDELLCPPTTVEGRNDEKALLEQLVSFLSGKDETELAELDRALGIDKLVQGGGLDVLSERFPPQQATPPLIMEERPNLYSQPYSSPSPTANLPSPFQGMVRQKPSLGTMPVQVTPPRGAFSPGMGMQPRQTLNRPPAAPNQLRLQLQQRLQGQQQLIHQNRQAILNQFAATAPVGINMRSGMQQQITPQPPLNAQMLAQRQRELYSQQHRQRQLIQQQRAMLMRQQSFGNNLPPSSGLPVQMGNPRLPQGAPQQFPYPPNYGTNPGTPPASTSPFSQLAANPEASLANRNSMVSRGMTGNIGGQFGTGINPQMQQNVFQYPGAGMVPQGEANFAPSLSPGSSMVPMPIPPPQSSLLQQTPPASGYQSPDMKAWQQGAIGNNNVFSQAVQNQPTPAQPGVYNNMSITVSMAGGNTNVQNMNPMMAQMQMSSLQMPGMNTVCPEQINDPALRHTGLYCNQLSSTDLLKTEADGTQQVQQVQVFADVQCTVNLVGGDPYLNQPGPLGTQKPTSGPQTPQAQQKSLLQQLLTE
Starred values were filed as active, the others as inactive; nt = not tested or not shown. Not all compounds are listed (hit frequency here may not be typical).

SMILES	Vif inh	LRH-1 inv ag	NOD2-RIPK2 inh	SRC2 inh	NCOA3 inh	NR2F2 inh	TRAIL sens C8	TLR9-MyD88 block	TROY signal inh	LMP1 NFkB inh	NCOA1 inh
Cc1nn(-c2ccccc2)c(C)c1C(=O)OCC(=O)Nc1ccccc1	-6	-34	-3	-3	-68	-27	12	3	-40	-4	-67
O=C(CSc1nnc(-c2ccccc2)n1-c1ccc(Cl)cc1)N/N=C/c1ccco1	-3	8	1	-9	13	0	-6	-17	3	-25	-8
CCCCn1c(N)c(N(CCOC)C(=O)Cn2c(=O)cnc3ccccc32)c(=O)[nH]c1=O	7	-4	1	-1	24	-17	-16	0	6	-1	4
COc1ccc(NS(=O)(=O)c2cc(C(=O)N3CCCCCC3)ccc2C)cc1	-2	16	-1	-3	25	-17	9	-13	10	7	13
Cc1csc(CN(C)C(=O)CC2C(=O)NCCN2Cc2ccc(Cl)c(F)c2)n1 (centres undefined)	-2	-12	-7	4	18	2	-11	3	-5	1	10
COc1ccc(NC(=O)CN(C)C(=O)CCCc2nc3ccccc3s2)cc1	-22	4	-6	-17	2	-2	1	1	-30	-16	-16
Cc1ccc(NC(=O)CCOc2ccccc2)cc1S(=O)(=O)Nc1ccccc1Cl	-19	10	18	9	16	4	6	4	34	4	-3
O=C(NCCc1nc(-c2ccccc2)no1)c1ccco1	0	-27	3	-7	-7	9	-6	-11	-14	0	-16
Cc1csc(SCC(=O)NCCc2ccc(Cl)cc2)n1	3	2	-8	-22	3	6	-3	0	-16	9	-15
CN(C)CCNc1ncnc2c1ncn2[C@H]1CN(Cc2cccnc2)C[C@@H](CO)O1	-8	-13	-3	16	-16	15	-1	nt	-2	nt	13
C=CCNC(=S)NNc1nc2sc3c(c2c(=O)[nH]1)CC(C)(C)OC3	9	9	1	-43	-26	6	-5	2	-14	-6	-7
Cc1cc(C(=O)N2CCCC(N3CCN(c4ccccc4C)CC3)C2)nc(C)n1 (centres undefined)	-5	-11	5	13	12	6	6	6	2	4	-8
CCOc1ccccc1Nc1nc(-c2sc(NC(=O)c3cccc(Cl)c3)nc2C)cs1	nt	-62	4	-37	-35	-27	2	1	2	-24	-28
CC(C)N(C(=O)CSc1nnc(C2CC2)n1C1CC1)c1ccccc1	-5	1	-4	-8	-2	5	5	-5	-18	4	-14
O=C(Cn1c(C(=O)N2CCN(C3CCCC3)CC2)cc2sccc21)c1ccccc1	nt	7	9	-26	5	-13	6	-5	-1	-1	10
COC(=O)CNC(=O)C1Cc2ccccc2CN1S(=O)(=O)c1cccs1 (centres undefined)	nt	7	3	14	8	-13	12	3	18	-4	-5
c1ccc(Nc2cccc(Nc3ccccc3)c2)cc1	-1	-48	2	-9	-39	-9	5	-4	-86	-30	-65
COc1ccc(NC(=O)c2cc(-c3cccnc3)nc3c(C)c(C)ccc23)c(OC)c1	21	0	-4	-18	17	5	-1	1	6	-6	4
CC(=O)Oc1ccc2c(C)cc(=O)[nH]c2c1	-5	12	4	0	10	-2	-7	-1	-7	0	-2
O=C(NCCCCNC(=O)c1ccccc1Cl)c1ccccc1Cl	-11	-10	5	-1	1	2	16	6	18	-4	4
CCOC(=O)c1ccc(NC(=O)CN2CCc3ccccc3C2)cc1	-3	-14	-4	-5	4	-6	8	-3	-3	-4	-5
CCOC(=O)c1cccc(NC(=O)CCCn2c(=O)c3cccn3c3cccnc32)c1	5	-9	-15	5	5	-1	0	8	-2	9	-16
O=C(NNC(=S)Nc1ccc(Br)cc1Cl)c1ccco1	-1	-54	-26	-57	-20	-49	-5	0	-68	-4	-8
COc1ccc(C(=O)NC(CCSC)C(=O)N2CCCCCC2)cc1 (centres undefined)	3	6	-2	-5	8	5	-17	0	11	-23	-18
COc1ccc(CCNC(=O)CCCn2c(=O)[nH]c3cc(OC)c(OC)cc3c2=O)cc1OC	-2	1	-7	-29	4	2	-22	-13	3	2	-1
O=C(C1=C(O)C(=O)N(CCN2CCOCC2)C1c1cccs1)c1cc2ccccc2o1 (centres undefined)	-1	-3	5	-15	-20	-8	3	-2	-12	-11	-47
CCC(C(=O)Nc1ccc2[nH]ncc2c1)c1ccccc1 (centres undefined)	-3	9	-21	12	-12	26	1	-13	-2	3	4
C=C(C)CN(CC)C(=O)Cn1cnc2c(oc3ccccc32)c1=O	-5	0	-5	-22	-13	7	-9	-14	54*	-5	1
COCc1cc(C)nc2sc(C(=O)OC)c(N)c12	3	-9	-4	-3	-4	-3	-7	-9	-18	8	-163
COc1ccc(CCC(=O)Nc2cc3c4c(c2)CC(=O)N4CCC3)cc1	6	-10	-3	15	-17	2	-13	-8	5	10	5
COc1ccc(-c2n[nH]c(C)c2-c2ccc(Cl)cc2)c(O)c1OC	11	8	0	-26	21	14	5	10	42	33	-9
O=C(NCC(=O)N1CCCC(C(F)(F)F)C1)c1cccs1 (centres undefined)	-3	-10	1	11	5	2	-8	-2	-13	-5	-32
CCCc1nn2c(=O)cc(CSCC(=O)Nc3cccc(C)c3)nc2s1	-4	-4	2	12	9	-1	-1	-1	1	-10	0
COCCNC(=O)COC(=O)c1ccc(OCC(=O)Nc2ccccc2OC)c(OC)c1	-8	2	-16	-33	-6	-1	-4	6	-8	-2	14
COc1cccc(-n2cnc3cccc(N)c32)c1	-5	-4	-6	-6	4	19	-1	-2	2	-4	7
O=C(c1ccc(S(=O)(=O)Cc2ccccc2F)c([N+](=O)[O-])c1)N1CCCCCC1	0	-5	-4	21	19	-4	-6	-8	28	-3	9
COCCNC(=O)c1ccc2c(c1)CCN2S(C)(=O)=O	1	15	-6	12	15	-33	6	-12	-1	1	-7
CC(=O)NS(=O)(=O)c1ccc(NC(=O)CCc2ccccc2)cc1	8	-5	-3	13	8	-9	-1	8	-8	5	-1
COc1ccc(C(CCN(Cc2ccc(OC)c(OC)c2)C(C)=O)c2ccccc2)cc1 (centres undefined)	-11	-12	7	11	8	13	5	-3	11	-4	13
Cc1c(C(=O)O)sc2nc3n(c(=O)c12)CCCCC3	11	3	0	1	6	-19	-3	1	-2	1	-2
O=C(NCc1ccccc1)c1cc2ccc(O)cc2oc1=O	-3	-9	-68	-34	-51	-51	-11	-76	-21	-2	-33
CCC(CC)C(=O)N(C)c1c(C)nc2c(OCCOc3ccc(F)cc3)cccn12	-4	-15	4	9	-14	3	-5	nt	18	nt	-4
O=C(OCC(=O)N1CCC(Cc2ccccc2)CC1)c1ccc(O)cc1	2	-5	1	6	-8	-8	8	3	-25	-3	-28
COc1ccc2sc(NC(C)=O)nc2c1	-3	-88	-1	-34	-62	-65	15	-5	-67	-5	-101
CC12CCC(=O)N1C(C(=O)NNC(=O)COc1ccccc1Cl)CS2 (centres undefined)	-3	-2	2	-9	-6	6	-6	-1	6	-6	-5
CC1Cc2ccccc2N1C1=CC(=O)CC(C)(C)C1 (centres undefined)	40	41	-4	-10	22	10	-2	1	-9	-1	-2
Cc1nn2c(-c3cccnc3)ccnc2c1-c1ccccc1	7	-122	-1	-36	-54	-31	17	6	-31	-7	-55
Cc1ccc(C2CC(=O)C=C(O)C2)cc1 (centres undefined)	14	6	-4	nt	4	nt	-13	2	20	8	-2
O=C(NNc1c(Cl)cccc1Cl)c1sccc1Cl	-4	-12	6	-44	-9	-3	1	2	-4	-3	-32
O=C(NCc1ccco1)C1CC(=O)N(c2cccc(Cl)c2)C1 (centres undefined)	5	0	-5	6	-25	-10	-13	9	-11	65*	-11
CC1CCC(C(C)C)C(OCC(O)CN2CCOCC2)C1 (centres undefined)	2	7	-7	2	14	-12	-19	8	-12	-4	15
NS(=O)(=O)c1ccc2nc(NC(=O)c3ccc4c(c3)OCCO4)sc2c1	nt	-13	-4	5	-8	11	5	-14	-11	-10	-36
CC(C)Sc1ncnc2c1cnn2-c1ccccc1	18	-77	-3	-56	-172	-36	18	-8	-54	-34	-99
Cc1c(C(=O)OCC(=O)Nc2c(C)n(C)n(-c3ccccc3)c2=O)oc2ccccc12	4	4	-9	-40	3	-11	-4	-11	0	0	5
CCOCC(=O)Nc1cc(OC)c(Cl)cc1OC	-3	5	2	-2	10	-2	-3	0	-1	-5	-13
CCCS(=O)(=O)N1CCN(CC2CC=CCC2)CC1 (centres undefined)	5	0	0	10	3	-8	4	4	4	6	-2
Cc1cc(=O)oc2cc(OCC(=O)Nc3cccnc3)ccc12	-4	-5	6	-35	-16	-1	-9	-1	-14	-10	9

13 structures out of the list, ordered by molecular weight, largest number first:
SMILES	Vif inh	LRH-1 inv ag	NOD2-RIPK2 inh	SRC2 inh	NCOA3 inh	NR2F2 inh	TRAIL sens C8	TLR9-MyD88 block	TROY signal inh	LMP1 NFkB inh	NCOA1 inh
Cc1c(C(=O)OCC(=O)Nc2c(C)n(C)n(-c3ccccc3)c2=O)oc2ccccc12	4	4	-9	-40	3	-11	-4	-11	0	0	5
CCC(CC)C(=O)N(C)c1c(C)nc2c(OCCOc3ccc(F)cc3)cccn12	-4	-15	4	9	-14	3	-5	nt	18	nt	-4
NS(=O)(=O)c1ccc2nc(NC(=O)c3ccc4c(c3)OCCO4)sc2c1	nt	-13	-4	5	-8	11	5	-14	-11	-10	-36
CC12CCC(=O)N1C(C(=O)NNC(=O)COc1ccccc1Cl)CS2 (centres undefined)	-3	-2	2	-9	-6	6	-6	-1	6	-6	-5
O=C(OCC(=O)N1CCC(Cc2ccccc2)CC1)c1ccc(O)cc1	2	-5	1	6	-8	-8	8	3	-25	-3	-28
O=C(NNc1c(Cl)cccc1Cl)c1sccc1Cl	-4	-12	6	-44	-9	-3	1	2	-4	-3	-32
Cc1cc(=O)oc2cc(OCC(=O)Nc3cccnc3)ccc12	-4	-5	6	-35	-16	-1	-9	-1	-14	-10	9
CC1CCC(C(C)C)C(OCC(O)CN2CCOCC2)C1 (centres undefined)	2	7	-7	2	14	-12	-19	8	-12	-4	15
Cc1nn2c(-c3cccnc3)ccnc2c1-c1ccccc1	7	-122	-1	-36	-54	-31	17	6	-31	-7	-55
CCOCC(=O)Nc1cc(OC)c(Cl)cc1OC	-3	5	2	-2	10	-2	-3	0	-1	-5	-13
CC1Cc2ccccc2N1C1=CC(=O)CC(C)(C)C1 (centres undefined)	40	41	-4	-10	22	10	-2	1	-9	-1	-2
COc1ccc2sc(NC(C)=O)nc2c1	-3	-88	-1	-34	-62	-65	15	-5	-67	-5	-101
Cc1ccc(C2CC(=O)C=C(O)C2)cc1 (centres undefined)	14	6	-4	nt	4	nt	-13	2	20	8	-2
